dFosB act = mouse delta FosB homodimer activation; P13346; activation, % at 25 µM; actives 0.99% (n = 340,000); purified delta FosB, TAMRA-CDK5 oligo fluorescence polarization; percent of positive-control signal above neutral wells;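 active means mean activation above about 17%, with every replicate also reaching it, limit read from the data, passing the limit was not always enough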;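 further: fluorescence polarization rise as delta FosB binds a TAMRA Cdk5 AP-1 oligo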
CDK5 p35 inh = CDK5/p35 (human) kinase inhibition. Q00535+Q15078. Recombinant CDK5/p35, ADP-Glo luminescence, 60 min. inhibition, % at 10 µM. actives 0.01% (n = 330,000);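 active means highest replicate inhibition of at least 50% and at least 75% of replicates reaching 50%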;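 further: plate controls were DMSO neutral control for no effect and GW8510 at 10 µM for full effect; many of its hits are not listed in these tables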
Target sequence (Q00535 whole entry, looked up): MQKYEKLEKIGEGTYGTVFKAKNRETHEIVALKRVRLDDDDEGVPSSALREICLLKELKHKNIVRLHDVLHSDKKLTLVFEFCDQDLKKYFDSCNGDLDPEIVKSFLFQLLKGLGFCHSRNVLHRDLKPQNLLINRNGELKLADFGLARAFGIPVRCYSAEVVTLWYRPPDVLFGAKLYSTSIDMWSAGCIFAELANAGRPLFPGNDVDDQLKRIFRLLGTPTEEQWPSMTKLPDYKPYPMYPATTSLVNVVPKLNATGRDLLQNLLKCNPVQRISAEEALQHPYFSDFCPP
Target sequence (Q15078 whole entry, looked up): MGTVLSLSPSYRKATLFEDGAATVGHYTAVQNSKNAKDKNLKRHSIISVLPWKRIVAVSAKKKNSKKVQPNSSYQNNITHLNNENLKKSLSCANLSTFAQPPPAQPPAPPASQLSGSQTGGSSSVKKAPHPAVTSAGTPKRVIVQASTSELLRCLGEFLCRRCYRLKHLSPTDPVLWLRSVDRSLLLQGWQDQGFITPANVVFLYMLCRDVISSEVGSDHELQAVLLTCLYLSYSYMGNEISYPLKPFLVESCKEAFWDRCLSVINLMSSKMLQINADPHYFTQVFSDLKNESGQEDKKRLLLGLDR
SR-BI HDL uptake = blocks mouse SR-BI lipid uptake from DiI-HDL | Q61009 | ldlA[mSR-BI] CHO cells, DiI-HDL uptake fluorescence, 3 h | inhibition, % at 12.5 µM | actives 0.96% (n = 320,000) | AID 488896;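 active means mean replicate inhibition of at least 70% and a set share of replicates each scoring 70 or more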;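 further: 0% = median of neutral control wells and 100% = median of positive control wells; values of inactives mirror those of a sister screen read the other way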
MITF TRPM1 HTS = increases MITF-driven TRPM1 promoter luciferase signal; SK-MEL-5 TRPM1-promoter luciferase, 24 h; % of positive control, neutral wells = 0; activation, % at 12.5 µM; actives 0.75% (n = 300,000); AID 588334;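 active means mean activation of at least 80% with every replicate also reaching 80%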;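 further: 0% = neutral control wells and 100% = parthenolide positive control wells; values of inactives mirror those of a sister screen read the other way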
PvdQ acylase = blocks Pseudomonas aeruginosa PvdQ acylase activity; actives 0.063% (n = 340,000); inhibition, % at 10 µM; purified PvdQ acylase, fluorescence plate reader; in the data active means inhibition above about 30%, passing the limit was not always enough;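 further: 0% = vehicle neutral wells and 100% = reference inhibitor wells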
cardiac RTF act = cardiac RTF calcium sensitization; P19429+P45379; IANBD-labeled TnC RTF fluorescence at EC20 calcium; 0% EC20 calcium, 100% full calcium; activation, % at 7.2 µM; actives 0.24% (n = 340,000); AID 493008;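 active means activation above the mean over all tested compounds plus 3 SD, cut at about 30% in these data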;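 further: rise in fluorescence read as greater calcium sensitivity of cardiac thin filaments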
SR-BI DiI-HDL act = enhances SR-BI lipid uptake from DiI-HDL. CHO ldlA[mSR-BI] cells, DiI-HDL uptake fluorescence, 3 h; 100 = double the neutral-control signal. activation, % at 12.5 µM. actives 0.096% (n = 320,000). AID 504775;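 active means mean replicate activation of at least 60% and every replicate at or above 60%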;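 further: 0% = median plate neutral-control signal and 100% = twice that signal; values of inactives mirror those of a sister screen read the other way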
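Material – SR-BI-overexpressing, LDLR-lacking CHO cells · Medium – BSA-supplemented, HEPES-buffered Ham's F12, pH 7.4 · Doses – single concentration · Times – compound with DiI-HDL co-incubation, 3 h at 37 °C · Measured by – bottom-read fluorescence, 550/595 nm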
Rtt109 HAT inh = inhibitors of Candida albicans Rtt109/Vps75 histone acetyltransferase. Q5AAJ8. inhibition, % at 34.9 µM. purified Rtt109/Vps75, ThioGlo CoA-SH fluorescence, 4 h. actives 0.16% (n = 330,000). AID 540336;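 active means inhibition of at least 50% in every replicate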
Wnt act = Wnt/beta-catenin pathway activation; activation, % at 9.35 µM; actives 1.2% (n = 300,000); Wnt/beta-catenin reporter cell assay, activator, plate reader; in the data active means activation above about 30%, passing the limit was not always enough;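 further: 0% = neutral control wells and 100% = positive control wells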
HTR5A ag = activates human HTR5A in OPRM1-OPRD1 agonist counter-screen. HTR5A agonist assay, luminescence, cell-based. actives 0.61% (n = 340,000). AID 504692. activation, % at 9.3 µM; in the data active means activation mostly above about 9.5%, no sharp cut-off; inactive means mostly below about 7.6%;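 further: 0% = cells with vehicle only and 100% = reference agonist; strong numbers were not always called active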
Target sequence (P47898 whole entry, looked up): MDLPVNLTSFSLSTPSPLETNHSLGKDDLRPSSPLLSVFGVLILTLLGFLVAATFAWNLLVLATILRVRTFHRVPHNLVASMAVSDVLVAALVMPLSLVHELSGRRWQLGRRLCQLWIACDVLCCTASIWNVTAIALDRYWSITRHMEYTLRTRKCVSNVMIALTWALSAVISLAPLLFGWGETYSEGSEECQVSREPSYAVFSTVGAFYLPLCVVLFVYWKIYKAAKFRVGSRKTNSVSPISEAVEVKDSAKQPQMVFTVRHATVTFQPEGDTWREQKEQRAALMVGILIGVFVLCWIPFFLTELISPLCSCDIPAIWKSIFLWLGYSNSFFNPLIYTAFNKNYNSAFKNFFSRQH
Active calls of the source: *; nt = not tested or not shown; & = joins results of further samples.

nr	Structure	dFosB act	CDK5 p35 inh	SR-BI HDL uptake	MITF TRPM1 HTS	PvdQ acylase	cardiac RTF act	SR-BI DiI-HDL act	Rtt109 HAT inh	Wnt act	HTR5A ag
1	O=S(=O)(Nc1ncn[nH]1)c1ccc(Cl)cc1	1	-0.9	-9	7	-9	12	9	-10	-1	0
2	Cc1cccc(NC(=O)CNC(=O)N2CC(=O)Nc3ccccc32)c1C	1	nt	-1	3	4	-12	1	7	-2	9
3	CC(NC(=O)c1ccc(-c2cc(C(F)(F)F)ccc2Cl)o1)c1ccccc1 (configuration not stated)	-9	0.0	8	2	-13	-7	-8	-1	nt	-2
4	COc1ccc(CCNC(=O)COc2ccc(S(=O)(=O)NCC(C)C)cc2Cl)cc1OC	-14	0.3	38	-1	8	-2	-38	0	-2	7
5	COc1ccc(-n2nc(C(=O)NCC(=O)NCc3ccc(F)cc3)c3ccccc3c2=O)c(OC)c1	-2	1.3	-8	0	-4	2	8	4	-2	-2
6	Cc1cc(C)[n+]2n1C(=O)C(c1ccccc1)=C2[O-]	1&6	-1.7&-0.4	-13&6	1&10	-5&-15	0&7	13&-6	-11&-5	2&1	-1&1
7	O=C(CNC(=O)c1ccc(OC(F)F)cc1)NCc1ccccn1	-3	-1.8	-16	-1	-11	0	16	12	1	-5
8	O=C(N/N=C/c1cccs1)/C(=C/c1ccccc1)NC(=O)c1ccccc1	-5	-1.0	7	3	-11	2	-7	23	-2	0
9	O=C(COC(=O)CCC(=O)c1cccs1)NC(=O)c1ccc(OC(F)F)cc1	-6	-0.5	nt	-1	-5	0	nt	-27	2	-2
10	Cc1c(C(=O)NC2CCCc3ccccc32)oc2ccc(S(=O)(=O)N3CCCCC3)cc12 (configuration not stated)	-6	-0.8	19	-10	-14	4	-19	-1	-11	-2
11	CCCCOCP(=O)(CC)COCCCC	-10	-1.1	-13	1	11	-6	13	2	nt	-6
12	CCC1(c2ccccc2)NC(=O)N(CC(=O)NNC(=O)c2ccc(F)cc2)C1=O (configuration not stated)	-1	0.4	-12	5	-12	-3	12	3	-3	10
13	CC(C)Nc1nc(NC(C)C)nc(SCCOC(=O)Nc2ccc(Cl)cc2Cl)n1	-5	-4.1	12	-11	-5	-6	-12	-2	-2	-2
14	CC(CC(=O)Nc1ccc2c(c1)OCCO2)c1ccccc1 (configuration not stated)	-2	0.3	18	nt	3	4	-18	15	56*	2
15	CN1C(CCl)Nc2cc(Cl)c(S(N)(=O)=O)cc2S1(=O)=O (configuration not stated)	-2	3.4	-4	0	3	-6	4	-3	-4	3
16	COc1ccc(CCNS(=O)(=O)c2ccc3c(c2)n(C)c(=O)c(=O)n3C)cc1OC	9	0.8	-22	-9	-4	-6	22	-16	-2	2
17	N#CCn1cc(/C=N/NC(=O)c2cc3c(ccc4ccccc43)o2)c2ccccc21	11	2.3	nt	-1	-17	0	nt	-9	-7	-3
18	CCN1C(=O)C2(C(C#N)=C(N)Oc3c2c(C)nn3-c2ccccc2)c2ccccc21 (configuration not stated)	-5	0.7	-34	-30	-1	2	34	8	-1	3
19	CCC(c1nnnn1C1CCCCC1)N1CCN(C2CCCC2)CC1 (configuration not stated)	1	-3.8	-14	6	-14	-2	14	15	-4	0
20	O=C1C2C3CC(C2C(=O)N1c1cccc(Cl)c1)[C@H](O)C3O (some centres not stated)	-1	1.6	0	nt	12	-2	0	-5	0	1
21	CC(C)(C)C(=O)Nc1ccc(N2CCCC2)cc1	-11	0.9	13	2	2	4	-13	11	nt	-4
22	Cc1c(NC(=O)CSc2nncn2-c2ccccc2)c(=O)n(-c2ccccc2)n1C	-1	1.4	-11	10	1	1	11	12	2	-2
23	Cc1ccc(CCNC(=O)C2CCN(S(=O)(=O)c3ccc4nc5c(c(C(=O)O)c4c3)CCCC5)CC2)cc1	-4	-0.8	-6	-8	-4	4	6	1	1	1
24	CCNC(=S)NNC(=O)c1cccnc1	1	-0.5	-27	0	2	5	27	5	-13	-1
25	Cc1ccc(C2=[N+]([O-])C3(CCCCC3=O)N(O)C2(C)C)cc1 (configuration not stated)	2	0.5	-27	nt	5	3	27	1	-1	-1
26	CC(C#N)Sc1ncnc2sc3c(c12)CCC3 (configuration not stated)	-13	1.7	7	12	-6	4	-7	0	nt	-2
27	COC(=O)CCCCCc1ccc(C(C)=O)s1	4	-1.9	19	0	-4	10	-19	-7	-1	2
28	CC(C)NC(=O)C1CCN(C2CCN(C(=O)c3scc4c3CCCC4)CC2)CC1	-1	0.8	37	nt	6	0	-37	-7	-2	5
29	O=C(O)c1cccc(COc2ccc3c(c2)CCC3)c1	-5	3.4	6	-95	-8	-1	-6	-1	-8	-2
30	Cc1csc(SCC(=O)Nc2cc(C(C)(C)C)nn2-c2ccccc2)n1	-7	0.2	1	nt	3	-1	-1	2	-6	-1
31	C/C(=N/O)c1cc(C(C)(C)C)c(O)c(C(C)(C)C)c1	0	-1.0	18	2	8	-1	-18	2	-12	3
32	CN1CCN(C(=O)c2ccccc2NS(=O)(=O)c2ccc(F)cc2)CC1	4	0.6	-12	4	10	11	12	10	0	3
33	Cc1ccc(Cl)cc1NC(=O)COC(=O)CCN1C(=O)C2CC=CCC2C1=O (configuration not stated)	-5	-0.7	-13	15	-4	-7	13	4	-2	0
34	Cc1ccc(NC(=O)Cn2nnc(-c3ccc4c(c3)OCO4)n2)cc1F	23*	1.1	-11	4	-10	4	11	-6	0	2
35	COC(=O)c1ccccc1NC(NC(=O)c1ccco1)C(=O)c1ccc(C)cc1 (configuration not stated)	4	-0.9	-4	nt	-7	0	4	9	2	1
36	C[C@H]1C[C@H]2[C@@H]3CCC4=CC(=O)C=C[C@]4(C)[C@@]3(Cl)[C@@H](O)C[C@]2(C)[C@@]1(O)C(=O)CO	0	-0.4	5	24	-8	0	-2	-4	-3&-4	1
37	C=CCC(NCc1ccccc1)c1ccco1 (configuration not stated)	8	3.1	-25	5	3	-8	25	-16	-2	3
38	CN(CC(=O)Nc1ccccn1)S(=O)(=O)c1ccc(Cl)cc1	5	-0.1	6	-10	8	3	-6	5	nt	3
39	CCS(=O)(=O)n1nc(-c2ccc(C)cc2)nc1N	-4	-1.4	-4	-6	7	-5	4	3	nt	1
40	CC1SC(c2ccccc2)N(CC(O)c2ccc([N+](=O)[O-])cc2)C1=O (configuration not stated)	-2	-1.0	10	-1	-4	4	-10	-3	1	4
41	CC(=O)OC1CC2(C)C(C(C)=O)CCC2C2CCC3=CC(=O)CCC3(C)C12 (configuration not stated)	-10	0.0	-6	3	-10	-9	6	-1	-6	-2
42	O=C(NC1=NCCS1)c1cc(Cl)ccc1Cl	-1	1.5	-17	1	-17	3	17	-3	0	-1
43	C[C@H](CO)N1C[C@H](C)[C@@H](CN(C)C(=O)Nc2ccccc2)Oc2c(NC(=O)Nc3ccc4c(c3)OCO4)cccc2C1=O	-9	-0.6	4	9	-7	1	-9	-18	5	-6
44	CC(=O)c1c(C)[nH]c(C(=O)Nc2cc(F)ccc2C)c1C	-4	0.4	12	-15	-19	1	-12	2	1	5
45	Cc1cccc(NC(=O)N2C3CCCC2CC(NC(=O)C2CC2)C3)c1 (configuration not stated)	-4	-0.2	-14	25	-9	4	14	-1	-3	-3
46	COc1ccc(NC(=O)CCC(=O)c2ccc(Cl)cc2)cn1	-10	0.5	-14	-2	-17	0	14	5	-1	4
47	COc1ccc2[nH]c3c(c2c1)CCN1C(=O)C(CC(=O)NCCCn2ccnc2)C[C@H](C(=O)N2CCOCC2)[C@@]31C (some centres not stated)	-8	3.8	0	5	3	-2	0	-10	-3	2
48	CCOc1cc2[nH]c(=S)n(CCC(=O)N3CCc4ccccc4C3)c(=O)c2cc1OCC	1	-1.3	-15	nt	-21	3	15	-9	-5	1
49	C[C@H](O)[C@@H]1C(=O)N2CCc3ccc(N4CCN(C)CC4)cc3[C@@H]2C[C@@H]1N(C)C(=O)Nc1cc(Cl)cc(Cl)c1	1	2.3	4	11	-7	-3	-4	0	0	nt
50	O=C(COC(=O)c1ccccc1NCCO)NNC(=O)c1cccs1	2	-1.1	9	8	-6	3	-9	-36	1	2
51	CCCCNc1nc2c(S(=O)(=O)c3ccccc3)nnn2c2ccccc12	2	-4.3	1	nt	-10	3	-1	5	0	0
52	O=C(COC(=O)c1cc[n+]([O-])cc1)Nc1ccc(Cl)c(C(F)(F)F)c1	-7	-1.1	-9	-3	-1	-1	9	5	-1	4
53	Nc1nc2ccccc2n1CCOc1ccc(Cl)cc1	-1	1.4	-15	nt	9	-5	15	2	-1	1
54	CC(C)(C)NC(=O)C(OC(=O)c1cccs1)c1ccc(F)cc1 (configuration not stated)	-4	-1.1	21	-3	-25	6	-21	nt	-2	2
55	Cc1ccc2c(c1)CCCN2C(=O)C1CCCO1 (configuration not stated)	-7	-0.5	-13	-7	-11	-5	13	4	0	3
56	COCCN(C(=O)COC(=O)c1cc2ccccc2cc1O)c1c(N)n(Cc2ccccc2)c(=O)[nH]c1=O	-15	1.7	38	3	-16	-3	-38	-7	-4	-3
57	O=C(COc1nncc2ccccc12)NCCC1=CCCCC1	3	0.6	0	-1	-11	1	0	-3	0	8
58	CCOC(=O)CSc1nc(C2CC2)nc2ccccc12	-9	1.6	16	-15	4	-7	-16	nt	-8	5
59	CSc1nnc(-c2ccccc2Cl)o1	-8	-0.7	-10	33	-8	1	10	2	nt	-5
60	Cc1ccc(-n2nc(-c3cccnc3)cc2C(=O)N2CCOCC2)c(C)c1	-8	-0.6	5	-10	6	-5	-5	5	nt	-4

Whole records, quoted from the list. Order of values: dFosB act, CDK5 p35 inh, SR-BI HDL uptake, MITF TRPM1 HTS, PvdQ acylase, cardiac RTF act, SR-BI DiI-HDL act, Rtt109 HAT inh, Wnt act, HTR5A ag
Listed for Cc1ccc2c(c1)CCCN2C(=O)C1CCCO1 (configuration not stated) → -7, -0.5, -13, -7, -11, -5, 13, 4, 0, 3
Listed for Cc1ccc(-n2nc(-c3cccnc3)cc2C(=O)N2CCOCC2)c(C)c1 → -8, -0.6, 5, -10, 6, -5, -5, 5, nt, -4

(list continues)
nr	Structure	dFosB act	CDK5 p35 inh	SR-BI HDL uptake	MITF TRPM1 HTS	PvdQ acylase	cardiac RTF act	SR-BI DiI-HDL act	Rtt109 HAT inh	Wnt act	HTR5A ag
61	CCNC(=O)N1CCNC(=O)C1CC(=O)Nc1ccc(C(=O)OCC)cc1 (configuration not stated)	-1	0.1	-38	nt	-8	4	38	-4	0	-5
62	CCN(CC)S(=O)(=O)c1cc(NC(=O)Cc2n[nH]c(=O)c3ccccc23)ccc1C	-4	-0.7	-5	-13	3	5	5	7	-1	3
63	CCCCNc1c(-c2cccc(-c3ccc(OC)cc3)c2)nc2cc(C)ccn12	-5	1.8	73*	-4	-8	2	-73	-3	22	9
64	C=CCN1C(=NC(=O)COc2ccc(Cl)cc2)SC2CS(=O)(=O)CC21 (configuration not stated)	-5	-0.1	-16	-5	-4	-1	16	-3	-2	-1
65	COc1ccc(-c2ccc3nnc(SCC(=O)NCC4CCCO4)n3n2)cc1 (configuration not stated)	-24	1.3	-10	6	-9	-3	10	-2	-2	-1
66	COC(=O)c1cc(Cl)c(NC(=O)/C=C/c2ccc(OC)cc2)cc1OC	8	0.5	28	-7	18	1	-28	6	-1	2

High-throughput results: PubChem BioAssay, several laboratories
